# Screens deposited in PubChem BioAssay by National Center for Advancing Translational Sciences (NCATS).
# PTHR1 ag: PTHR1 (human) receptor agonism | Q03431 | HEK293 GP2 PTHR1 cells, GloSensor cAMP luminescence, 1 h | Potency, µM (series often up to 115 µM), without a hit: at the top dose activation, hits mostly activators | actives 0.075% (n = 410,000); note: potency is the fitted concentration of half-maximal effect; nearly all actives have a fitted effect of over 55% in size; some results filed as inactive show a strong effect at the top dose; inactives centre near -15; many of its hits are not listed in these tables
#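 HEK-293-derived GP2 cells expressing PTHR1 and a GloSensor cAMP reporter, 3,000/well, plated overnight, given luciferin plus IBMX (each 0.5 mM as added) for 1 h at 37 °C, then compound for 1 h at 37 °C. Luminescence was read after 15 min at room temperature.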
# EPAC1 agonist: agonists of human EPAC1; O95398; EPAC1 agonist qHTS, biochemical assay; response scale: 100% = response to 6.5 mM cAMP; Potency, µM (highest dose often 154 µM), for the others: top-dose activation, hits mostly activators; actives 0.073% (n = 360,000); AID 720707; note: potency is the fitted concentration of half-maximal effect; nearly all actives have a fitted effect of over 60% in size
#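 Normalized to 6.5 mM cAMP, activity reflects EPAC1-catalysed release of BODIPY-GDP from Rap1B, followed kinetically over 30 min at 480 nm excitation, 540 nm emission. Reaction contained 100 nM EPAC1, 250 nM Rap1B-BODIPY-GDP, 50 uM GDP.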
# EPAC1 antagonist: EPAC1 (human) antagonism; O95398; EPAC1 GEF assay, Rap1b-BODIPY-GDP exchange fluorescence; Potency, µM (highest dose often 115 µM), inactives show at the highest dose activity change, negative = inhibition, most hits filed as inhibitors; actives 0.14% (n = 360,000); AID 720709;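 note: potency is the fitted concentration of half-maximal effect; plate controls were vehicle for no effect and positive control for full effect; nearly all actives have a fitted effect of over 50% in size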
# GLP1R inv ag: inverse agonists of human GLP-1 receptor. P43220. HEK293 GLP-1R CRE-luciferase, luminescence, 24 h; GLP-1R form is constitutively active. Potency, µM (doses to about 38.3 µM), for inactives: at the top dose activity change, negative = inhibition, most hits filed as inhibitors. actives 1.6% (n = 410,000). AID 624417; note: potency is the fitted concentration of half-maximal effect; % is set by controls: 0 for no effect and ±100 for the full control effect; nearly all actives have a fitted effect of over 55% in size
# Target sequence (P43220 whole entry, looked up): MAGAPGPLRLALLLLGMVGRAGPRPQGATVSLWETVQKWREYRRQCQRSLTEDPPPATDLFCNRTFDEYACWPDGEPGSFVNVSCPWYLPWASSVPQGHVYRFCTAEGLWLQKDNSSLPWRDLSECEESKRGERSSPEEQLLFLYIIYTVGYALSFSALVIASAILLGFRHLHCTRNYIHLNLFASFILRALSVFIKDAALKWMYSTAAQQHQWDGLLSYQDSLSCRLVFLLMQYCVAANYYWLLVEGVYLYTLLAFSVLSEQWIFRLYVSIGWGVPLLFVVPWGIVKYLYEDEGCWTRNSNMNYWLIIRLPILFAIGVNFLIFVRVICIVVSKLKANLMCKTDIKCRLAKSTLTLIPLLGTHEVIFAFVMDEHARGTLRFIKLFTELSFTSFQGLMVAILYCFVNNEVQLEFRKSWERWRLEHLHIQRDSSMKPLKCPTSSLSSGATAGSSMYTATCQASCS
#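 Luminescence readout: a drop in cAMP-driven luciferase signal flags inverse agonism at a constitutively active GLP-1R stably expressed in HEK293. Compound exposure lasted 24 hr at 37 deg C, 5% CO2.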
# GLP-1R agonist: agonists of human GLP-1 receptor | P43220 | HEK293 GLP-1R CRE-luciferase, luminescence, 4-6 h; cells express a hypersensitive GLP-1R form | Potency, µM (series often up to 45.6 µM), without a hit: at the top dose activation, actives largely listed as activators | actives 0.007% (n = 380,000); note: potency is the fitted concentration of half-maximal effect; % of control where 0% means no effect
# PI5P4K alpha inh: PI5P4K alpha (human) kinase inhibition; P48426; PI5P4Kalpha enzyme, ADP-Glo luminescence, 60 min; stronger effect = lower value; max response, %; actives 1.2% (n = 330,000); AID 652105; active = max response of -50% or lower; inconclusive = between -30% and -50%; inactive = -30% or higher; note: value at the top dose of about 77 µM; % is set by controls: 0 for no effect and ±100 for the full control effect
# Target sequence (P48426 whole entry, looked up): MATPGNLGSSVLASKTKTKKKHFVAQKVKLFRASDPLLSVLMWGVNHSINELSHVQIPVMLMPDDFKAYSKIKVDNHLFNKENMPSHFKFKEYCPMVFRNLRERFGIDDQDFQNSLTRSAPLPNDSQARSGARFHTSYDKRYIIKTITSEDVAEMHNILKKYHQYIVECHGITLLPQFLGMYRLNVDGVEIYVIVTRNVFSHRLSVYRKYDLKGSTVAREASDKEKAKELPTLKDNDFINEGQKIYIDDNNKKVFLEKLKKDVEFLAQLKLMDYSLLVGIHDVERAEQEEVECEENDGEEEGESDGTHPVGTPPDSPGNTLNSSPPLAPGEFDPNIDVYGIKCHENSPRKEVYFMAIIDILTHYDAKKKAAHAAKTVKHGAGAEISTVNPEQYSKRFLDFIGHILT
#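 Human PI5P4Kalpha with substrate in 0.038 M HEPES pH 7.4, 0.28 mM EGTA, 0.1% CHAPS, 5% DMSO; reaction started with 5 microM ATP (final), 60 min at room temperature. ADP formed read by ADP-Glo luminescence.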
# PLK1 PBD inh: inhibitors of human PLK1 polo-box domain binding | Plk1 PBD binding of FITC phosphopeptide, fluorescence polarization | Potency, µM, inactives show max response, negative = inhibition, usual class: inhibitors | AID 720504 | actives 2.8% (n = 360,000) | P53350; note: potency is the fitted concentration of half-maximal effect; series mostly up to about 57 µM; % is set by controls: 0 for no effect and ±100 for the full control effect; nearly all actives have a fitted effect of over 65% in size
# IL-2 act: activators of IL-2 | IL-2 activation reporter assay, cell-based qHTS; stimulated with anti-CD3/CD4/CD28 beads; in transgenic mouse T cells | AID 652025 | activation, % (series mostly up to about 46 µM) | actives 0.065% (n = 360,000); in the data active = activation above about 50%; inconclusive = mostly about 30% to 49%; note: 0% is about no effect
#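 Quantitative HTS in unstimulated transgenic mouse T cells, with memory T cells as non-tolerant control and PMA/ionomycin as tolerance-bypass control. Compound pretreatment lasted 60 minutes before 18 h bead stimulation; EGFP/DsRed fluorescence read.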
# HEK293 tox: cytotoxicity counter-screen for GLP-1 receptor inverse agonists | HEK293 cAMP-luciferase reporter cells, luminescence, 24 h | actives 0.13% (n = 410,000) | Potency, µM (doses to about 38.3 µM), without a hit: top-dose activity change, negative = inhibition, usual class: inhibitors;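 note: loss of luciferase light is scored as toxicity; potency is the fitted concentration of half-maximal effect; % is set by controls: 0 for no effect and ±100 for the full control effect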
#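 Here, cytotoxicity is scored as loss of luminescence. The MLSMR collection was tested on cells seeded in medium containing 10% Nu serum, with a 24 hr compound exposure preceded by 12 hours of culture.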
# The depositor's hits bear a star; i = inactive; u = inconclusive; x = not tested or not shown; [ ] = remark or other dose. Unless noted, calls come from the whole dose curve; as a rule, active = well fitted curve in the direction sought with a large enough effect; inconclusive = small, poorly fitted or top-dose-only effect, or another doubt; inactive = no such curve, though single readings can be large; an effect the other way counts as inactive or inconclusive. This is a subset; rates above refer to the full screens.
Compound,PI5P4K alpha inh,PTHR1 ag,EPAC1 antagonist,HEK293 tox,PLK1 PBD inh,EPAC1 agonist,GLP-1R agonist,IL-2 act,GLP1R inv ag
O=C(CCCOc1ccccc1)Nc1cccc(C(=O)O)c1,-9.3,i,-11.6%,-3.6%,-8.9%,1.1%,-13.9%,0.8,-3.3%
C[C@H](CO)N1C[C@H](C)[C@H](CN(C)C(=O)Cc2ccccc2)OCc2cnnn2CCCC1=O,-14.3,-15.1%,16.2%,-10.3%,-7.6%,-9.7%,-1.2%,-3.1,-12.4%
CCC1(c2ccccc2)NC(=O)N(CC(=O)NNC(=O)CCN2CCN(c3ccccc3)CC2)C1=O (stereo not given),1.2,i,15.2%,4.6%,-5.6%,0.5%,-6.9%,-2.7,-0.7%
O=C(NCC(=O)N(CCc1ccccc1)C(C(=O)NC1CCCCC1)c1ccncc1)c1ccco1 (stereo not given),0.0,i,2.2%,-23.1%,-0.2%,16.7%,-4.7%,-1.4,u
CN(Cc1ccccc1)C(=O)[C@@H]1CCCN1C(=O)[C@@H]1CCCN1C(=O)c1cccc(Cl)c1,-2.8,i,11.7%,5.5%,-0.4%,-14.5%,-3.2%,0.0,26.9%
C/C=C(\C)CN1CCN(c2cc(C)ccc2C)CC1,x,i,7.1%,-22.1%,1.9%,6.4%,-1.9%,0.1,0.0%
CCOCCCNC(=O)/C(C#N)=C/c1ccc(C(=O)OC)cc1,-0.3,-21.4%,-9.7%,-18.5%,-15.0%,5.9%,2.4%,-2.6,-9.8%
COc1ccc2[nH]c3c(=O)n(CCCCC(=O)NCCN4CCCC4)c(=S)[nH]c3c2c1,x,21.5%[57.5 µM],-15.4%,0.7%,-5.9%,3.0%,7.2%,0.7,5.3%
C/C(=N\NC(=O)c1cccc(F)c1)c1ccc(Br)s1,x,i,15.2%,-31.4%,-2.0%,2.0%,5.6%,-0.1,0.0%
CCOC(=O)C1(C)CCCN(C(=O)c2cccc(Cl)c2)C1 (stereo not given),0.6,3.8%,-5.9%,7.9%,-10.0%,0.9%,-5.9%,0.2,-4.2%
Cc1ccc(NC(=O)CCC(=O)NNC(=O)c2ccccc2Cl)c(C)c1,2.7,-23.1%,-5.2%,1.3%,-6.8%,3.0%,0.6%,-1.2,-0.8%
Cc1cc(C)cc(Cn2cc(CN3CC(N4CCSCC4)CS3(=O)=O)nn2)c1 (stereo not given),-1.3,2.8%,-29.5%,1.1%,-16.7%,-13.1%,2.2%,0.2,5.1%
Nc1nonc1-n1nnc(C(=O)N/N=C/c2cccc(O)c2)c1CN1CCCC1,-1.3,13.1%,-14.3%,-1.6%,-9.1%,-0.8%,-2.9%,-3.6,-0.7%
Cc1cccc(Nc2nnc(SC/C(O)=C(\C#N)c3nc4ccccc4[nH]3)s2)c1,-54.1*,i,u,-3.0%[1.53 µM],-7.4%,15.4%,-10.8%,-0.2,-29.8%
O=C(NCc1nc2ccccc2[nH]1)C1CCCCC1,-2.5,-13.7%,26.8%,1.8%,-2.9%,-16.2%,-2.4%,-2.1,-3.6%
COc1ccc(CCNC(=O)/C(C#N)=C/c2cccc(OCc3ccccc3)c2)cc1OC,-8.0,-63.4%[inhibitor],-12.4%,u,-13.1%,-7.2%,-11.0%,-1.3,u
Cc1cc(SCC(=O)NCc2ccccc2)nc(=O)[nH]1,x,-20.9%,x,-8.4%,x,x,-2.9%,x,6.7%
CC1CCCCN1C(=S)NCc1ccco1 (stereo not given),-0.1,i,9.8%,0.1%,-14.8%,-0.5%,-0.2%,2.5,-16.5%
COc1ccc2[nH]c(-c3cccc(F)c3)cc(=O)c2c1,2.2,-23.5%,2.3%,u,-4.0%,-2.9%,10.0%,-1.2,-27.1%
Cc1ccc(-c2ccc(=O)n(CCC(=O)N3CCN(c4cccc(C)c4)C(C)C3)n2)cc1 (stereo not given),-1.8,-43.0%[inhibitor],2.4%,1.4%,-4.8%,-2.8%,4.8%,0.1,-27.9%
C=CCN(c1ccccc1C(=O)NCC(=O)OCC)S(=O)(=O)c1ccc(C)cc1,-0.9,i,10.4%,1.6%,6.0%,-12.9%,0.7%,-0.8,9.5%
COc1ccccc1Nc1nc(NCc2ccco2)nc(N)c1[N+](=O)[O-],-3.1,-14.5%,0.0%,3.3%,3.7%,2.6%,29.7%,-1.8,17.7%
COc1ccc(Cl)cc1NC(=O)CCN1C(=O)C2C3CCC(C3)C2C1=O (stereo not given),-0.5,i,-1.5%,-14.1%,0.4%,-4.7%,6.9%,0.4,u
COCCCN1C(=O)C(CC(=O)NC2CCCC2)CC(C(=O)N2CCOCC2)=C1C (stereo not given),-1.6,-13.4%,-5.4%,4.8%,1.9%,4.8%,-0.9%,-0.6,8.1%
Cc1ccc(-n2nnnc2SCC(=O)Nc2ccc3c(c2)OCCO3)cc1C,9.5,-13.7%[57.5 µM],-12.3%,-1.2%,-6.8%,-4.6%,8.3%,-0.3,u
Cc1cc(C(=O)N/N=C/c2ccc(-c3ccc([N+](=O)[O-])cc3C)o2)n[nH]1,-20.0,-0.3%,-23.8%,-7.3%,-9.5%,4.0%,12.3%,21.8,-6.8%
O=C(O)COc1ccc(/C=C/c2ccc3cccc([N+](=O)[O-])c3n2)cc1,-19.6,-10.2%,23.6%,-5.9%,-25.4%,5.3%,8.9%,-2.7,17.7%
C[C@@H]1CN([C@H](C)CO)C(=O)c2cc(Br)cnc2O[C@H]1CN(C)C(=O)Cc1ccccc1,0.4,-46.0%,-23.1%,2.6%,-1.3%,8.4%,-6.9%,0.1,-4.9%
COc1ccc(C(C(=O)NC2CCCC2)N(Cc2cccnc2)C(=O)c2snc(C(N)=O)c2N)cc1OC (stereo not given),0.2,-23.1%,-9.5%,0.9%,-0.7%,9.6%,-2.0%,-1.8,2.0%
O=C1CCCC/C1=C\Nc1ccccc1C(=O)O,-21.0,i,8.3%,-5.2%,-2.8%,1.9%,-10.8%,-1.0,2.1%
N/C(=N\OC(=O)c1cccc([N+](=O)[O-])c1)c1ccccn1,-7.2,-28.3%,9.7%,-1.9%,-3.7%,6.8%,0.6%,-1.2,-17.3%
COc1ccc(Cl)cc1-c1cc(C(=O)NCc2ccc(F)cc2)[nH]n1,-3.1,-45.7%[inhibitor],-4.5%,3.1%,0.0%,4.0%,12.3%,-0.2,u
CCCSc1ccccc1C(=O)N1CCN(C(=O)c2ccco2)CC1,3.7,9.1%,-5.9%,1.2%,-24.9%,8.8%,10.4%,-1.3,-1.9%
COc1ccc(S(=O)(=O)Nc2ccc3c(c2)C(=O)N([C@H](C)CO)C[C@H](C)[C@H](CN(C)Cc2ccc(C(=O)O)cc2)O3)cc1,4.8,-5.4%,-3.7%,-8.6%,-8.1%,-10.6%,-1.1%,3.5,7.6%
CCn1ncc(/C=C/C(=O)C2CC2)c1C,-8.9,u,10.5%,5.1%,-5.5%,3.4%,10.6%,-1.9,28.8%
CCN(C[C@H]1N[C@@](C)(C(=O)OC)[C@H]2C(=O)N(C)C(=O)[C@@H]12)S(=O)(=O)c1ccc(F)cc1,3.5,-26.4%,4.7%,-7.3%,-11.7%,5.9%,-2.1%,1.9,-5.0%
CN(C)S(=O)(=O)N(CC(=O)Nc1cccc(F)c1)c1ccccc1,x,i,7.9%,3.9%,-4.4%,-2.1%,14.3%,-1.2,0.0%
O=C(CCNC(=O)Cn1cnc2ccccc2c1=O)NCCC1=CCCCC1,-2.7,i,-14.9%,15.2%,26.7µM*,-4.8%,-1.0%,-0.5,-11.6%
O=C(NN=C1CCCCCCCCCCC1)c1cccc(S(=O)(=O)N2CCOCC2)c1,-3.4,-0.1%,24.4%,1.0%[1.53 µM],8.0%,-6.6%,-0.6%,-0.7,-4.7%
C1CCN(Cc2nnnn2CC2CCCO2)CC1 (stereo not given),-1.1,-11.3%,-2.5%,-4.6%,-4.7%,11.6%,-0.7%,-0.9,-13.6%
CC1(C)OC(=O)N(Cc2ccco2)C1(C)O (stereo not given),6.9,-13.2%[57.5 µM],6.7%,19.1%,-7.0%,-6.7%,-0.7%,2.0,85.8%[activator]

# Shown as labelled records: 2 of the compounds above.
CCN(C[C@H]1N[C@@](C)(C(=O)OC)[C@H]2C(=O)N(C)C(=O)[C@@H]12)S(=O)(=O)c1ccc(F)cc1
  PI5P4K alpha inh = 3.5
  PTHR1 ag = -26.4%
  EPAC1 antagonist = 4.7%
  HEK293 tox = -7.3%
  PLK1 PBD inh = -11.7%
  EPAC1 agonist = 5.9%
  GLP-1R agonist = -2.1%
  IL-2 act = 1.9
  GLP1R inv ag = -5.0%

CN(C)S(=O)(=O)N(CC(=O)Nc1cccc(F)c1)c1ccccc1
  PI5P4K alpha inh = x
  PTHR1 ag = i
  EPAC1 antagonist = 7.9%
  HEK293 tox = 3.9%
  PLK1 PBD inh = -4.4%
  EPAC1 agonist = -2.1%
  GLP-1R agonist = 14.3%
  IL-2 act = -1.2
  GLP1R inv ag = 0.0%

# Looked up above.
# HEK293 tox, `COCCCN1C(=O)C(CC(=O)NC2CCCC2)CC(C(=O)N2CCOCC2)=C1C` (stereo not given) : 4.8%
# EPAC1 agonist, `O=C(CCCOc1ccccc1)Nc1cccc(C(=O)O)c1` : 1.1%
# PLK1 PBD inh, `CC1CCCCN1C(=S)NCc1ccco1` (stereo not given) : -14.8%
# EPAC1 agonist, `Cc1cc(C)cc(Cn2cc(CN3CC(N4CCSCC4)CS3(=O)=O)nn2)c1` (stereo not given) : -13.1%
# EPAC1 agonist, `O=C(NCc1nc2ccccc2[nH]1)C1CCCCC1` : -16.2%
# PTHR1 ag, `Cc1cc(SCC(=O)NCc2ccccc2)nc(=O)[nH]1` : -20.9%
